USP2a block = qHTS Assay for Inhibitors of Ubiquitin-specific Protease USP2a Using CHOP2 as the Reporter; Ubiquitin carboxyl-terminal hydrolase 2 (Homo sapiens), O75604; USP2 core, Ub-CHOP2 coupled fluorogenic reporter, 485/531; Potency, µM (top dose mostly 38.3 µM), for inactives: at the highest dose activity change, negative = inhibition, actives largely listed as inhibitors; hit rate 0.01% among 330,000;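 note: potency is the fitted concentration of half-maximal effect; plate controls were DMSO wells for no effect and full inhibition by NEM control for full effect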
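Deubiquitinase activity read as fluorescence (485/531 nm) after Ub-CHOP2 cleavage activates the enterokinase reporter on its substrate; USP2 core 10nM, Ub-CHOP2 and substrate 25nM each, 30min compound preincubation then 60min RT; data normalized to NEM, curves fitted.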
hERG WT inh = qHTS for Inhibitors of KCHN2 3.1: Wildtype qHTS | AID 720551, 2013 | Voltage-gated inwardly rectifying potassium channel KCNH2 (Homo sapiens), Q12809 | hit rate 0.37% among 340,000 | activity change, % at 1.84 µM | U2OS, BacMam KCNH2, thallium flux FluxOr; active compounds read low;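 active = maximum activity change below -70%; inconclusive = maximum activity change between -70% and -50%; inactive = maximum activity change above -50%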; note: % is set by controls: 0 for no effect and ±100 for the full control effect
Target sequence (Q12809 whole entry, looked up): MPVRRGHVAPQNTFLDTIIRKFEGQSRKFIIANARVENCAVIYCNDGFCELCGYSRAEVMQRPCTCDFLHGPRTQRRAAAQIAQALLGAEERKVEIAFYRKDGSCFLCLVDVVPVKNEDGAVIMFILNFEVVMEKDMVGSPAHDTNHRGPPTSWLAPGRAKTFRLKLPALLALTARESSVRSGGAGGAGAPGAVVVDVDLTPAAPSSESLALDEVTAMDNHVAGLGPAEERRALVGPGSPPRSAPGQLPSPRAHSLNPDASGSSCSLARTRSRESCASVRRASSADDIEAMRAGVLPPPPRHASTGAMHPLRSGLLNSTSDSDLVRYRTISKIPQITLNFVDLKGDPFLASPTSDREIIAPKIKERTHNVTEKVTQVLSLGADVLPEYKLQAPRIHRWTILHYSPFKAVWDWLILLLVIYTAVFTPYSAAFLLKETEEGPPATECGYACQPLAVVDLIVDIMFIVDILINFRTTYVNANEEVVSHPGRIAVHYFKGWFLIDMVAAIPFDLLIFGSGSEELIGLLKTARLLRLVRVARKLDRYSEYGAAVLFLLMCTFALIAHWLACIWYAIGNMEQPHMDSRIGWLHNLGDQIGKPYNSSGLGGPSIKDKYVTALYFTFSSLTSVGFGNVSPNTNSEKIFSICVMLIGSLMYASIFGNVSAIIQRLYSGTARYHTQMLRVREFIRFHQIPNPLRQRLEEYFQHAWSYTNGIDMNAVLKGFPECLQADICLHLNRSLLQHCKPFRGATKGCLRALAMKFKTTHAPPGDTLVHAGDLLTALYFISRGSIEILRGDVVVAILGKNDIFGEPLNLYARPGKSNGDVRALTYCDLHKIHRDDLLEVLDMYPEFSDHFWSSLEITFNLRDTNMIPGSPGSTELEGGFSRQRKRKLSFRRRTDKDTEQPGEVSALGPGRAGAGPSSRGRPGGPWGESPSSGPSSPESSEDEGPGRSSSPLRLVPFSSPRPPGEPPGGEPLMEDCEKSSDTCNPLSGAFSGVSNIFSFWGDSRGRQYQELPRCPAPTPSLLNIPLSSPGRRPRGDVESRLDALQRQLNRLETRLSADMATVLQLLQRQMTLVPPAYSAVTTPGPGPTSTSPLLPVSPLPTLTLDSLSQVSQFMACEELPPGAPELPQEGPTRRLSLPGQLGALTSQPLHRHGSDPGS
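U2OS cells were transduced with wild-type KCNH2 virus (2.03 x 10^8 / mL) for 4 h at room temperature, then cultured overnight at 37 C. Thallium flux was read with FluxOr dye. Rate constants were normalized to DMSO controls.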
MBNL1 CUG block = qHTS Assay for Inhibitors of MBNL1-poly(CUG) RNA binding | Muscleblind-like protein 1 (Homo sapiens), Q9NR56 | TR-FRET MBNL1-His/biotin-(CUG)12 binding, 665/545 ratio | Potency, µM (titrated, usually from 57.5 µM), inactives show top-dose activity change, negative = inhibition, usual class: inhibitors | hit rate 0.036% among 280,000 | AID 2675, 2010; active = well fitted inhibition curve with a large enough effect in the signal ratio, with a control signal flat, not every such curve was filed as active; inconclusive = small, poorly fitted or top-dose-only effect, or effect the other way, or a change in a side signal; inactive = no such curve, though single readings can be large or run the other way; the % refers to the signal ratio; note: potency is the fitted concentration of half-maximal effect; % is set by controls: 0 for no effect and ±100 for the full control effect
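TR-FRET between His-tagged MBNL1 and biotin-(CUG)12 RNA, detected with Tb anti-His antibody (0.055 ng/ul) and streptavidin-XL665 (5 nM), 60 min at room temperature. Compounds titrated 92 nM to 58 uM; 665/545 nm ratio normalized to buffer and complex controls.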
TSHR antagonist = Antagonists of the Thyroid Stimulating Hormone Receptor: HTS campaign; activity change, negative = inhibition, % at 11.5 µM; TSHR-expressing cells, TSH-stimulated cAMP HTRF, 2 h; active compounds read low; hit rate 0.2% among 330,000;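 active = activity change below a set negative limit, meaning inhibition stronger than a set level, cut at about -70% in these data; inconclusive = activity change between two set negative limits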; note: % is set by controls: 0 for no effect and ±100 for the full control effect
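TSHR-expressing cells, 200/well, pre-treated with compound, then stimulated with EC80 TSH (4nM final) for 2 hours at 37 deg C. cAMP measured by competitive HTRF: anti-cAMP cryptate antibody in lysis buffer plus cAMP-d2, read after 30 minutes at room temperature.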
PKM2 activator = qHTS Assay for Activators of Human Muscle isoform 2 Pyruvate Kinase; Potency, µM (doses to about 57.5 µM), inactives show at the top dose activation, usual class: activators; hit rate 0.34% among 260,000; Pyruvate kinase PKM (Homo sapiens), P14618; purified PKM2, Kinase-Glo ATP luminescence, activation; response scale: 0% is enzyme alone, no compound; note: potency is the fitted concentration of half-maximal effect; % is set by controls: 0 for no effect and ±100 for the full control effect; nearly all actives have a fitted effect of over 55% in size
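hPK-M2, >95% pure; 0.1 mM ADP / 0.5 mM PEP final; imidazole pH7.2 buffer w/ 7 mM MgCl2, 50 mM KCl; 1 h RT; Kinase-Glo lum. Intermediate enzyme activity for dual inhibitor/activator qHTS.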
Menin-MLL TR inh = qHTS Assay for Inhibitors Targeting the Menin-MLL Interaction in MLL Related Leukemias: Competition With Texas Red Labeled MLL-derived Mutant Peptide; O00255; Menin + Texas Red MLL mutant peptide, fluorescence polarization; Potency, µM (titrated, usually from 61.6 µM), for the others: at the top dose FP activity change, negative = inhibition, actives largely listed as inhibitors; hit rate 0.23% among 270,000; AID 1768, 2009; active = well fitted inhibition curve with a large enough effect in the polarisation, with a control signal flat, not every such curve was filed as active; inconclusive = small, poorly fitted or top-dose-only effect, or effect the other way, or a change in a side signal; inactive = no such curve, though single readings can be large or run the other way; the % refers to the polarisation; note: potency is the fitted concentration of half-maximal effect; % of control where 0% means no effect; many of its hits are not listed in these tables
Eya2 inh = qHTS Assay for Inhibitors of the Phosphatase Activity of Eya2; Protein phosphatase EYA2 (Homo sapiens), O00167; recombinant Eya2, OMFP fluorescence dephosphorylation (OMFP is methylfluorescein phosphate); Potency, µM (top dose mostly 76.9 µM), for inactives: at the highest dose activity, negative = inhibition, most hits filed as inhibitors; hit rate 0.006% among 330,000; note: potency is the fitted concentration of half-maximal effect; % is set by controls: 0 for no effect and ±100 for the full control effect
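Eya2 protein (added as 0.2 uM solution) was preincubated with compound for 10 min at ambient temperature in 50 mM HEPES pH 7.5, 50 mM NaCl, 5 uM MgCl2, 0.05% BSA, 1 mM DTT. OMFP (added at 50 uM) then reacted 10 min; fluorescence read at 485/525 nm.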
GALK inh = qHTS Assay for Inhibitors of Human Galactokinase (GALK); P51570; Purified GALK, Kinase-Glo residual ATP luminescence; Potency, µM (top dose mostly 57.5 µM), for inactives: at the top dose activity change, negative = inhibition, usual class: inhibitors; hit rate 0.007% among 270,000; AID 1868, 2009; note: potency is the fitted concentration of half-maximal effect; % is set by controls: 0 for no effect and ±100 for the full control effect
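Quantitative HTS: GALK 5 nM, ATP 35 uM, galactose 100 uM, 1 h room temperature, then luciferase-based ATP detection.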
BCR signal inh = qHTS Assay to Find Inhibitors of Chronic Active B-Cell Receptor Signaling; ABC-DLBCL IkBa-CBG/CBR reporter, luminescence ratio, 4 h; Potency, µM (top dose mostly 46.1 µM), for the others: at the top dose ratio change, negative = lower green/red ratio, usual class: inhibitors; hit rate 0.05% among 340,000; active = well fitted inhibition curve with a large enough effect in the signal ratio, with a control signal flat, not every such curve was filed as active; inconclusive = small, poorly fitted or top-dose-only effect, or effect the other way, or a change in a side signal; the % refers to the signal ratio;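 note: potency is the fitted concentration of half-maximal effect; plate controls were basal doxycycline-induced cells for no effect and cells given 10 µM MG132 for full effect; MG132 reads +100%, hits lower the ratio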
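Cell line TMD8 (human ABC DLBCL), stably expressing tet-inducible CBG68-IkBa fusion and CBR; IMDM/0.5% FBS; cpd up to 46 uM; dox induction, 4 h, 37C/5% CO2; dual luminescence; green/red ratio; MG132 control.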
S-ASM inh = Inhibitors of Secretory Acid Sphingomyelinase (S-ASM): qHTS; AID 504937, 2011; placental ASM, HMU-PC fluorogenic substrate, 60 min; Sphingomyelin phosphodiesterase (Homo sapiens), P17405; hit rate 0.006% among 340,000; Potency, µM (top dose mostly 57.5 µM), for the others: at the top dose activity change, negative = inhibition, most hits filed as inhibitors; note: potency is the fitted concentration of half-maximal effect
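Steps: dispense placental human ASM, pin compound, wait 10 min at room temperature, add HMU-PC0 substrate at 9 uM final, incubate 60 min at 37 °C, add stop solution raising pH to 10, read fluorescence.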
Mito fusion act = qHTS Assay for Small Molecule Inhibitors of Mitochondrial Division or Activators of Mitochondrial Fusion. Potency, µM (doses to about 46.1 µM), inactives show at the top dose growth rescue (activation), actives largely listed as activators. AID 485298, 2010. S. cerevisiae fusion-defective mutant growth rescue, CellTiterGlo 48 h. hit rate 0.23% among 320,000;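 note: potency is the fitted concentration of half-maximal effect; % of control where 0% means no effect; nearly all actives have a fitted effect of over 45% in size; temperature-sensitive fusion mutants such as fzo1-1 at 37 °C on non-fermentable ethanol glycerol medium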
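S. cerevisiae fusion-defective temperature-sensitive mutants (e.g. fzo1-1, mgm1-5) grown 48 h at 37C in YPEG (ethanol/glycerol non-fermentable) medium with 23 nl compound per well; growth rescue read as CellTiterGlo luminescence.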
Active calls of the source: *; i = inactive; ? = inconclusive; . = no result given; & = joins results of further samples; [ ] = remark or other dose. Unless noted, calls come from the whole dose curve; as a rule, active = well fitted curve in the direction sought with a large enough effect; inconclusive = small, poorly fitted or top-dose-only effect, or another doubt; inactive = no such curve, though single readings can be large; an effect the other way counts as inactive or inconclusive.

SMILES	USP2a block	hERG WT inh	MBNL1 CUG block	TSHR antagonist	PKM2 activator	Menin-MLL TR inh	Eya2 inh	GALK inh	BCR signal inh	S-ASM inh	Mito fusion act
CC(C)(C)n1nnnc1C(c1ccc(C(F)(F)F)cc1)N(Cc1ccccc1)Cc1ccco1 (stereo unspecified)	3%	8	1%	-9	6%	4%	-8%	-3%	2%	-1%	0%
CN1C(=O)C(CC(=O)Nc2ccc(F)cc2)N(Cc2ccco2)C1=S (stereo unspecified)	1%	-5	0%	-5	27%	9%	-1%	2%	-5%	5%	6%
N/C(=N\OC(=O)c1ccccc1Cl)c1ccc(Cl)cc1	0%	-3	-3%	5	1%	-23%	-12%	-1%	7%	1%	?
Cc1ccc(Nc2nc(N)nc(CN3CCN(C(=O)c4ccco4)CC3)n2)cc1Cl	?	-10	-8%	6	3%	7%	11%	4%	-1%	-1%	-8%
C=CCc1cc(/C=C2/NC(=O)N(CC(=O)OC)C2=O)cc(OC)c1O	0%	-6	?	-2	.	-8%	-4%	10%	?	-1%	1%
Cn1c(N)c(C(=O)COC(=O)c2ccccc2C(=O)c2ccc(Cl)c([N+](=O)[O-])c2)c(=O)n(C)c1=O	2%	-6	.	.	.	.	11%	.	?	-14%	.
CCOc1ccc(N(CC(=O)Nc2ccccc2C)S(=O)(=O)c2c(C)[nH]c(=O)[nH]c2=O)cc1	-8%	4	-4%	2	5%	.	5%	-2%	0%	1%	-3%
CSc1cccc(CNC(=O)CC2C(=O)NCCN2CC(C)(C)C)c1 (stereo unspecified)	-1%	-16	22%	4	0%	-22%	-3%	0%	-3%	13%	-2%
Nc1ccccc1-c1nc2ccccc2s1	-1%	-1	5%	-4	-32%	?	-4%	-3%	?	i	-5%
CC(=O)c1ccc(N2CCN(S(=O)(=O)c3cccc(S(=O)(=O)N4CCOCC4)c3)CC2)cc1	0%	0	-4%	6	-7%	-2%	-3%	2%	?	0%	0%
CCN(CC)CCNC(=O)c1ccc(NC(=O)c2cccc(S(=O)(=O)N3CCc4ccccc43)c2)cc1	-1%	18	.	3	.	.	-19%	.	-8%	-9%	-1%
COC(=O)[C@H]1C[C@@H]1[C@H](NS(=O)(=O)c1ccc2ccccc2c1)c1ccccc1	-8%	4	3%	-38	?	-7%&10%	4%	.	2%	-1%	10%
Nc1cc([N+](=O)[O-])ccc1Nc1ccc(O)cc1	-4%	20	?	-10	-6%	?	2%	-1%	?	-4%	23%
COC(=O)C(CSCc1ccccc1)NC(=O)CSc1nc(C)cc(=O)[nH]1 (stereo unspecified)	-3%	0	-1%	6	-7%	-2%	-7%	0%	-1%	4%	-8%
COc1ccccc1N1CCN(C(=O)c2cc3c(s2)CCCCC3)CC1	-3%	-5	1%	-14	1%	.	2%	-6%	3%	.	10%
CCOc1ccc(C(=O)/C=C/c2ccc(OC)c(OC)c2)cc1	3%	11	2%	-7	-7%	16%	-1%	3%	?	129%[activator]	-2%
N#Cc1c(Sc2ncc(C(F)(F)F)cc2Cl)nsc1C/C=N\OCc1ccccc1Br	-1%	-3	-14%	8	4%	?	0%	3%	9%	-1%	0%
Nc1ncnc(N2CCc3ccccc32)c1[N+](=O)[O-]	0%	-3	24%	3	1%	1%	?	-1%	?	-3%	28%
Cn1ncc([N+](=O)[O-])c1C(=O)N/N=C/c1cccc([N+](=O)[O-])c1	-4%	5	?	8	-11%	6%	2%	4%	-26%	3%	-7%
CC(SC1=NCCS1)C(=O)Nc1nnc(-c2ccc(Br)cc2)s1 (stereo unspecified)	1%	22	-8%	0	-12%	8%	-14%	3%	19%	-6%	7%
CCCCOc1ccc(N2C(N)=NC(N)=NC23CCCCC3)cc1	1%	-2	-3%	9	-4%	-19%	2%	-1%	-1%	-1%	-4%
O=C(Cc1c(Sc2ccccc2)c2ccccc2n1Cc1ccccc1)NCCO	-13%	7	4%	-1	3%	-13%	-12%	1%	?	-12%	-3%
O=C(NCCCc1ccccc1)c1cnc2n(c1=O)CCS2	-2%	26	?	5	4%	11%	18%	2%	-2%	-3%	-1%
CC(C)OC(=O)CCCCCN1C(=O)CSC1=S	5%	18	-3%	4	6%	0%	-9%	0%	?	-1%	5%
COc1ccc(CC(NC(C)=O)C(=O)NC2CCN(C(=O)c3cnccn3)CC2)cc1 (stereo unspecified)	2%	-13	-10%	8	4%	9%	1%	-2%	9%	-5%	-6%
N#CC(c1cccc(Cl)c1)c1ccc2c(C(F)(F)F)cc(C(F)(F)F)nc2n1 (stereo unspecified)	.	4	?	.	-2%	-13%	.	12%	.	-19%	3%
Cc1cc(Br)ccc1NC(=O)CN(C)C(=O)c1cc(S(=O)(=O)N(C)C)ccc1N1CCCC1	1%	1	1%	-1	2%	.	-2%	2%	5%	.	-1%
CN(C)C(=O)N1CCCC(C(=O)NCc2cccs2)C1 (stereo unspecified)	-1%	0	3%	-6	3%	17%	9%	1%	0%	2%	-3%
COc1ccc(-c2ccc(C(=O)C3CC3)cc2)cc1	6%	-3	23%	2	.	-1%	11%	3%	?	4%	-5%
CN(CC(=O)Nc1c(Cl)cccc1Cl)C(=O)c1cccc(-n2cccc2)c1	0%	-9	.	-2	.	.	-1%	.	3%	-3%	0%
O=C1CC(=O)Nc2cc(S(=O)(=O)N3CCOc4ccc(Cl)cc43)ccc2N1	2%	1	-13%	-5	-1%	9%	1%	.	-19%&-2%	-4%	-3%
O=C(NCc1ccc(Cl)cc1)c1cccnc1	0%	3	-3%	8	-2%	-6%	11%	2%	0%	3%	5%
O=C(Cn1c(=O)n(Cc2ccco2)c(=O)c2c3c(sc21)CCCCC3)Nc1ccccc1	-20%	-2	-8%	15	14%	?	1%	2%	11%	-13%	0%
COc1cc(NC(=O)c2ccc(C)cc2)ccc1NC(=O)c1cc2ccccc2o1	0%	-6	0%	3	.	40%[activator]	-14%	4%	-1%	90%[activator]	6%

Single records, as listed above.
Listed for O=C(NCc1ccc(Cl)cc1)c1cccnc1 : USP2a block = 0%; hERG WT inh = 3; MBNL1 CUG block = -3%; TSHR antagonist = 8; PKM2 activator = -2%; Menin-MLL TR inh = -6%; Eya2 inh = 11%; GALK inh = 2%; BCR signal inh = 0%; S-ASM inh = 3%; Mito fusion act = 5%
Listed for O=C1CC(=O)Nc2cc(S(=O)(=O)N3CCOc4ccc(Cl)cc43)ccc2N1 : USP2a block = 2%; hERG WT inh = 1; MBNL1 CUG block = -13%; TSHR antagonist = -5; PKM2 activator = -1%; Menin-MLL TR inh = 9%; Eya2 inh = 1%; GALK inh = .; BCR signal inh = -19%&-2%; S-ASM inh = -4%; Mito fusion act = -3%

Some of the compounds tested. The share of hits here may be higher or lower than overall.
